Source: PubChem
ST2 inh = inhibitors of human ST2 (IL1RL1) binding to IL-33, primary screen, biochemical, AlphaLISA; 78,000 compounds, 2.3% hits; AlphaLISA ST2-Fc/biotin-IL-33 interaction, 1 h; Interleukin-1 receptor-like 1 (Homo sapiens), Q01638; inhibition, % for hits at 17 µM; in the data active = inhibition above about 30%; inconclusive = mostly about 10% to 28%
Target sequence (Q01638 whole entry, looked up): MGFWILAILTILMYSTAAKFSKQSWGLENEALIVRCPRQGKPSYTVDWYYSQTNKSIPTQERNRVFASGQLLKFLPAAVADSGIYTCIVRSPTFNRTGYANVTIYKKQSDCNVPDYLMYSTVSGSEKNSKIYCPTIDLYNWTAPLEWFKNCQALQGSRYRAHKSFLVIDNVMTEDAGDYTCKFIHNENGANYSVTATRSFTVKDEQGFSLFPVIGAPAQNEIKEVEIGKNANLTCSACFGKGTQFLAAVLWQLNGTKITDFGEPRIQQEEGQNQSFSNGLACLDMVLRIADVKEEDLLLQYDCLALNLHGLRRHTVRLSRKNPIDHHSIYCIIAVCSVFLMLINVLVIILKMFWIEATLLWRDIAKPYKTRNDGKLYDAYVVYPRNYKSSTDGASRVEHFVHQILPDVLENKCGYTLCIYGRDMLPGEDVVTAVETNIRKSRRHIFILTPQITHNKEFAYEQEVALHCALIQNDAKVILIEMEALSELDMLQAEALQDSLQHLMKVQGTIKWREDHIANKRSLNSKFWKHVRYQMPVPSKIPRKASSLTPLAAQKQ
Starred values were filed as active, the others as inactive; i = inactive; ? = inconclusive.

Molecule,ST2 inh
O=C(C1=C(O)C(=O)N(CCCN2CCOCC2)C1c1ccccc1F)c1cccs1 (stereo unspecified),i
CCOC(=O)c1sc(=NC(=O)c2ccc(OCC)cc2)n(C)c1C,i
Cc1ccc(N=C2SC(C(=O)Nc3ccc(C(=O)O)cc3)CC(=O)N2C)cc1C (stereo unspecified),i
Cc1cc(C(F)(F)F)nc(CCNC(C)Cn2nc(C)cc2C)n1 (stereo unspecified),i
Cc1ccc2occ(C3Nc4ccccc4NC4=C3C(=O)CC(c3cccs3)C4)c(=O)c2c1 (stereo unspecified),?
CCn1nc(C)c(NC(=O)CNCCS(=O)(=O)N(C)C)c1C,i
Cc1nc2cc(CCO)ccc2s1,i
[O-][n+]1onc2c1CCc1c-2nn(-c2ccccc2)[n+]1[O-],i
N#CC1=C(N)Oc2cc(N)ccc2C1c1cccc(Br)c1 (stereo unspecified),i
O=S(=O)(Cc1noc([C@@H]2C[C@@H](O)CN2Cc2ccc(F)cc2)n1)c1ccc(F)cc1,i
CN1[C@@H](CCC(=O)N2CCN(c3ccccn3)CC2)CNC(=O)[C@@H]2[C@H]1CCN2Cc1ccc(CO)o1,?
CCOc1ccc(-n2c(SCC(=O)c3ccc(Cl)cc3)nc3c(c2=O)SCC3)cc1,i
Cc1cc(Cn2cc3c4c(cccc42)[C@H](CC(C)C)N[C@H](C(=O)NCCN2CCOCC2)C3)no1,?
O=C(O)c1ccccc1Sc1ccccc1C(=O)O,i
Cc1sc2ncnc(Nc3cccc(Cl)c3)c2c1S(=O)(=O)N1CCC(C)CC1,i
Cc1ccc(-c2nc(C(Cl)Cl)n(-c3ccccc3)n2)cc1,i
CCC(C)NC(=O)c1cc2nc(-c3ccc(Cl)cc3)cc(C(F)(F)F)n2n1 (stereo unspecified),?
Cc1ccc(S(=O)(=O)n2cnc3cc(C)c(C)cc32)c(C)c1,?
CCCN(CCC)c1ncnc2sc(C)cc12,?
Cc1ccn2c(=O)cc(COc3cccc(NC(=O)COc4ccc(Cl)cc4)c3)nc2c1,i
CN(C)CCCN(CC1CCN(C2Cc3ccccc3C2)CC1)C(=O)C1=CCCCC1,?
CCN(c1ccc(C)c(C)c1)S(=O)(=O)c1cc(Br)cc2c1N(C(C)=O)C(C)C2 (stereo unspecified),i
CC(c1cncs1)N(C)C(=O)c1cccc(CC2CCNCC2)c1 (stereo unspecified),?
Cc1ccc(N=Cc2ccc(Cl)c(Cl)c2)c(O)c1,?
Cc1ccc(Cn2c(Br)nc3c2c(=O)[nH]c(=O)n3C)cc1,?
CCCCN(c1ccccc1)c1ncnc(N)c1[N+](=O)[O-],i
CC(=O)Nc1c(C)cc(C)cc1[N+](=O)[O-],?
Cc1ccc(Cc2c(C)nc3c(C(=O)NCCC(C)C)c[nH]n3c2=O)cc1,i
OC[C@H]1O[C@@H](Oc2ccc(O)cc2)[C@H](O)[C@@H](O)[C@@H]1O,?
CN(C)CCNC(=O)C1(O)c2cc(Br)ccc2NC(=O)N1c1ccc(Cl)cc1 (stereo unspecified),i
C[C@@H]1C(=O)O[C@H]2[C@H]1CC[C@@]1(C)Cc3sc(NC(=O)c4ccncc4)nc3[C@@H](C)[C@H]21,i
Cn1c(=O)cc(SCC(=O)NCCCN2CCCC2)c2ccc(Cl)cc21,i
Nc1ncnc2c1ncn2[C@@H]1O[C@H](COP(=O)(O)OP(=O)(O)OP(=O)(O)OP(=O)(O)OC[C@@H]2O[C@H](n3cnc4c(N)ncnc43)[C@@H](O)[C@H]2O)[C@@H](O)[C@H]1O,i
Cc1ccc2nc(NC(=O)CSc3nc(N)cc(=O)[nH]3)sc2c1,?
Cc1cc(OCC(=O)NCCc2nc3ccccc3[nH]2)cc(C)c1Cl,i
COc1ccc(O)c(C=Nc2ccc(S(N)(=O)=O)cc2)c1,?
COc1ccc(-c2ccc(C(=O)N3CCOc4ccc(CN5CCOCC5)cc4C3)o2)cc1,?
CCN(c1cccc(C)c1)S(=O)(=O)c1ccc2oc(C(=O)O)c(C)c2c1,i
Cc1cc(=O)[nH]c(SC(C(=O)c2ccccc2)c2ccccc2)n1 (stereo unspecified),i
CC1(C)OC(=O)C(=Cc2c[nH]c3ccccc23)C(=O)O1,?
Nc1cccc2c1C(=O)N(c1ccc(O)cc1)C2=O,i
CCOC(CCNC(=O)c1cc(-c2ccc(Cl)s2)nc2ccccc12)OCC,i
O=C(Nc1c2c(nn1-c1ccc(Cl)cc1)CSC2)c1ccc(Cl)cc1,i
COc1cccc(NS(=O)(=O)c2ccc(Br)s2)c1,i
Cc1ccc(NC(=O)c2cnc3n(c2=O)CCS3)cc1Cl,i
O=C(C1CNCCN1C(=O)c1cccc2nccnc12)N1CCOCC1 (stereo unspecified),i
O=C(c1ccc(-c2ccccc2)cc1)N1CCCC1,i
CC1CCC(NC(=O)CCCn2c(=O)[nH]c3ccsc3c2=O)CC1 (stereo unspecified),i

Continued; it opens with the 4 that closed the last part.
Molecule,ST2 inh
Cc1ccc(NC(=O)c2cnc3n(c2=O)CCS3)cc1Cl,i
O=C(C1CNCCN1C(=O)c1cccc2nccnc12)N1CCOCC1 (stereo unspecified),i
O=C(c1ccc(-c2ccccc2)cc1)N1CCCC1,i
CC1CCC(NC(=O)CCCn2c(=O)[nH]c3ccsc3c2=O)CC1 (stereo unspecified),i
Clc1ccccc1C=Nc1ccc2c(c1)OCCO2,?
Cc1ccc(-n2c(SCC(=O)NCc3ccco3)nc3c(c2=O)SCC3)cc1,?
COc1ccccc1C(CCNS(=O)(=O)c1ccccc1)c1ccc2c(c1)OCO2 (stereo unspecified),i
O=C(COc1ccc([N+](=O)[O-])cc1)NCc1ccco1,i
COC(=O)c1ccc(C(=O)Nc2nc3ccc4ccccc4c3s2)cc1,i
Cc1ccc(NC(=O)CN(c2ccc(F)cc2)S(C)(=O)=O)cc1Cl,i
O=C1OCCCN1CCn1ccnc1-c1ccc(-n2cccn2)cc1,?
O=C(Nc1ccccc1F)C1CCN(C(=O)c2ccc(Cl)cc2Cl)CC1,i
COCCNC(=O)c1c[nH]c2ccc(S(=O)(=O)Nc3cccc(C(F)(F)F)c3)cc2c1=O,i
CSCCC(=O)N1CCCC(N2CCN(c3ccccc3F)CC2)C1 (stereo unspecified),i
CCc1nc(N)sc1C(=O)N1CCC2(CCOCC2)CC1,i
O=C(N1CCCCCC1)C1(S(=O)(=O)c2ccc(Cl)cc2)CC1,?
Cc1ccc(CNC(=O)CSc2nnc(C)s2)cc1,i
CN1CCC(N2CC[C@@H]3[C@H]2C(=O)NC[C@H](CCC(=O)N2CCC(O)CC2)N3C)CC1,i
COc1ccccc1C1C2=C(CCCC2=O)Nc2nc(SCc3ccccc3Cl)nn21 (stereo unspecified),?
O=C(NCCCN1CCOCC1)c1ccc2c(c1)N(Cc1ccc(F)cc1)C(=O)CS2,i
CC(C)c1ccc(S(=O)(=O)N=C2C=CC(=O)c3ccccc32)cc1,45%*
Cc1cccc(C)c1N(CC(=O)N1CCN(c2ccc(F)cc2)CC1)S(C)(=O)=O,i
O=C(NCCc1ccccc1)c1ccc2nc3cc(Cl)ccc3c(=O)n2c1,i
CC(C)n1cnc2c(oc3ccccc32)c1=O,i
Cc1ccc(-c2ccnc(N3CCc4c(c(CO)nn4C)C3)n2)c(C)n1,?
Clc1ccc(Cl)c(Nc2ncnc3ccccc23)c1,i
Cc1ccc(S(=O)(=O)NC[C@H]2O[C@@H](CO)[C@@H](O)[C@H]2N2CCN(c3cccc(C(F)(F)F)c3)CC2)cc1,?
CC1CCN(C(=O)c2cc(-c3ccc(F)cc3)on2)CC1,i
Cc1c(C(=O)NCc2ccc3ccccc3n2)oc2c(F)cccc12,i
O=C(Nc1ccc(S(=O)(=O)Nc2nccs2)cc1)c1cc2ccccc2oc1=O,i
COc1cc2c(cc1C(=O)N1CCOC(c3ccc(Cl)cc3)C1)CCC2 (stereo unspecified),?
O=C(c1cc2c(s1)CCCC2)N1CCCn2cncc2C1,i
CCc1c(C)sc(NC(=O)c2cc(-c3cc(OC)ccc3OC)on2)c1C#N,i
O=C(CCS(=O)(=O)C(Cl)Cl)Nc1ccc(Br)cc1,i
CC1=C(C(=O)Nc2ccc(Cl)cc2)C(c2cccc([N+](=O)[O-])c2)n2ncnc2N1 (stereo unspecified),i
CC(C)Oc1cc(N[C@H]2CCCC[C@@H]2O)nc(N)n1,?
COc1ccc(CCNc2nnc(C)c(=O)[nH]2)cc1OC,i
O=C(O)c1ccccc1C(=O)Nc1ccc(-c2csc(-c3ccccc3)n2)cc1,i
C=CCc1ccc(OCCCNCc2ccco2)c(OC)c1,i
CN(C)CCCN(CC1CCN(C2Cc3ccccc3C2)CC1)C(=O)C1CCCC1,?
CN(Cc1ccccc1)C(=O)CN(c1ccc(I)cc1)S(C)(=O)=O,i
Cc1cc(C)c(S(N)(=O)=O)c(C)c1,i
COc1ccc(C2c3sc(=O)[nH]c3SC3C4CCC(C4)C23)cc1 (stereo unspecified),?
CCCc1cn(CC2CCN(C(=O)Nc3ccc4c(c3)OCO4)CC2)nn1,?
COc1ccccc1-n1c(SCC(=O)NC2CCCCC2)nc2c(c1=O)SCC2,i
O=C(CN1C(=O)/C(=C\c2cccc(Cl)c2)Sc2ccccc21)NCc1ccccn1,?
C=CC(C)(O)CC/C=C(\C)C(=O)OC1C(O)C(CO)OC(OC(=O)C23CCC(C)(C)CC2C2=CCC4C5(C)CCC(OC6OC(COC7OCC(OC(C)=O)C(O)C7OC7OC(COC(C)=O)C(O)C(O)C7O)C(O)C(O)C6O)C(C)(C)C5CCC4(C)C2(C)C(O)C3O)C1OC1OCC(OC2OCC(O)C(OC3OCC(O)C(O)C3O)C2O)C(O)C1O (stereo unspecified),i
Cc1ccc(Cn2ccc(NC(=O)CSc3n[nH]c(C)c3[N+](=O)[O-])n2)cc1,?
CCc1ccc(CN2C(=O)CCC2(C)C(=O)NC2CCCCCCC2)cc1 (stereo unspecified),i
O=C1CC(c2ccccc2OCc2ccccc2)c2cc3c(cc2N1)OCCO3 (stereo unspecified),i
CN1CCCN(Cc2ccsc2)CC1,i
CCCN(CCC)c1ncnc2c1cnn2-c1cccc(C)c1,i
CCOc1cc(CN2CCN(c3ccc([N+](=O)[O-])cc3)CC2)ccc1OC,?
CC(=O)c1ccc(NC(=O)CN2CCCN(Cc3cccc(C)c3)S2(=O)=O)cc1,?
O=C(CCN1C(=O)c2ccccc2C1=O)NCCc1nc2ccccc2[nH]1,i
Cc1ccc(C(=O)Nc2ccc3c(c2)OCCO3)cc1[N+](=O)[O-],i
COC(=O)CC1(O)c2ccccc2C(=O)N1Cc1ccccc1 (stereo unspecified),i
O=C(NCC1(O)CCCNCC1)c1cc(-c2ccccc2)on1 (stereo unspecified),i
CN(C)CCN(C)[C@H]1[C@@H]2OC[C@@H](O2)[C@@H](NC(=O)Nc2cccc(C#N)c2)[C@@H]1O,i
COc1cc(NC(=O)CNCCN2CCOC2=O)ccc1Cl,i

Some of the entries above in another layout:
CC(C)Oc1cc(N[C@H]2CCCC[C@@H]2O)nc(N)n1
  ST2 inh: ?

COc1ccc(CCNc2nnc(C)c(=O)[nH]2)cc1OC
  ST2 inh: i

(more compounds)
Molecule,ST2 inh
Cc1cc(N2CCOCC2)nc(-c2ccccc2O)n1,?
Cc1oc(-c2ccccc2Cl)nc1CSCC(=O)NCc1ccc2c(c1)OCO2,i
COc1ccc(N=Cc2c(O)n(-c3ccccc3OC)c(=O)c3ccccc23)cc1OC,?
COc1ccc(-c2cc(C(=O)Nc3sc4c(c3C(N)=O)CCCC4)no2)cc1,i
CC1(C)COCN1C(=O)c1cc2c(=O)n3ccccc3nc2s1,i
CC1(C)CC(=O)c2sc(NC(=O)c3cccc(Br)c3)nc2C1,?
CCOc1ccc(C2C(C(=O)OC3CCCCC3)=C(C)Nc3ncnn32)cc1 (stereo unspecified),i
NC(=O)c1cccc(CC2CCN(C(=O)Cc3cccnc3)C2)c1 (stereo unspecified),?
O=C(NCCCN1CCc2ccccc2C1)C1CCCN1c1nnc(N2CCCC2=O)s1 (stereo unspecified),i
Cc1nc(C(C)C)ncc1C(=O)N1CCN(Cc2ccccc2CO)CC1,?
O=C(NCCC(=O)N1CC[C@@H](O)C1)c1ccccc1F,i
Cc1ccc(S(=O)(=O)N2CCSC2c2ccccc2Cl)c(C)c1 (stereo unspecified),i
O=C(NCc1ccc(Cl)cc1)C(=O)Nc1ccc([N+](=O)[O-])cc1,i
Cc1nc2ccccc2c2c1C(=O)N(c1cccc(Cl)c1C)C2=O,?
Cc1ccc(CNC(=O)c2sc3nc(-c4ccc(F)cc4)ccc3c2N)cc1,?
CCNc1ccnc(N2CCN(Cc3ncnn3CC)CC2)n1,?
O=C(NCCc1ccccc1)C1CCCN(C2CCN(c3cnccn3)CC2)C1 (stereo unspecified),?
CC1(C)C(C(=O)ON2C(=O)CCC2=O)C1(C)C,i
Cc1cc(C)c(N)c(C)c1N,i
Brc1ccc2c(c1)c1nc3ccccc3nc1n2CCN1CCOCC1,?
Cc1cc(C)cc(CCC(=O)NCCS(C)(=O)=O)c1,i
CCc1ncc(C(=O)N2CCC(n3cc(-c4ccccn4)nn3)CC2)cn1,?
CC(=O)NC(=O)c1cc2ccccc2oc1=Nc1ccc(C(F)(F)F)cc1,?
COc1ccc(N2CCN(CCNc3ncnc4nc[nH]c34)CC2)cc1,?
COc1cc(NC(=O)c2cc(-c3ccco3)on2)cc(OC)c1OC,i
CN(C)c1oc(-c2ccc([N+](=O)[O-])cc2)nc1C#N,?

This is a subset, so the mix of outcomes need not match the whole.
